# M1AAP inhibition: malaria alanyl aminopeptidase activity blockers – biochemical, fluorogenic H-Leu-NHMec substrate, 1536-well (AID 1445); 220,000 tested, 0.42% active; one-dose inhibition, % at 30 µM; IC50 in µM for titrated hits; recombinant M1AAP, H-Leu-NHMec fluorogenic kinetic assay; higher % means a stronger effect;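 active = primary inhibition above the hit cutoff, then over 50% inhibition at one or more dose response concentrations, cut at about 23% in these data, passing the limit was not always enough; inconclusive = conflicting primary data, or primary hits not chosen for dose response; inactive = low primary inhibition, or under 50% at every dose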;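 note: plate controls were DMSO full reaction for no effect and no enzyme background for full effect; strong numbers were not always called active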
# Myeloid diff MLP: compounds promoting myeloid differentiation; ER-HoxA9 myeloid progenitors, lysozyme-GFP differentiation, flow cytometry; calls only at 10 µM; 360,000 tested, 1% active; AID 624256;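 active = normalized GFP-positive differentiation at or above the plate's own cutoff, the solvent-only control mean plus 3 SD; inconclusive = no clear call, values can overlap the other calls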;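 note: cells exposed to compound for four days before flow analysis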
# Lipid droplet: modulators of hepatic lipid droplet formation. 240,000 tested, 0.4% active. AML12 mouse hepatocytes, oleate lipid droplets, BODIPY imaging. inhibition, % at 6.5 µM;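 active = lipid droplet intensity inhibited by at least 50%, with more than 500 cells counted; inconclusive = wells with under 300 cells, treated as cytotoxic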
#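 Material – mouse AML12 hepatocyte cell line, fixed after treatment · Compound dosing – one dose, 6.5 µM compound · Times – compound with oleate, overnight · Measured by – Image-based BODIPY and DAPI two-channel analysis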
# Lipid droplet cells 6.5 µM: second read-out of Lipid droplet, no call of its own (marks repeat the call); cell count; measured here: cell count, cytotoxicity flag;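 cells counted across two imaged fields per well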
# Myeloid diff MLP GFP+ MAC1+ %: second read-out of Myeloid diff MLP, no call of its own (marks repeat the call); GFP+ MAC1+ double positive, %; measured here: differentiation confirmed by MAC1 staining
# * hit, by the source's call; i = inactive; u = inconclusive; x = no result given.
SMILES,M1AAP inhibition,Myeloid diff MLP,Myeloid diff MLP GFP+ MAC1+ %,Lipid droplet,Lipid droplet cells 6.5 µM
NC(CSC(c1ccccc1)(c1ccccc1)c1ccc2c(c1)OCO2)C(=O)O (stereo unspecified),x,i,0.6,x,x
CCOC(=O)C1(C)CCCN1C(=O)c1snnc1C (stereo unspecified),x,i,1.6,x,x
Cn1c(NCC2CCCCC2)nc2cc(-c3ccsc3)sc2c1=O,x,i,1.0,x,x
CCCCc1c(-c2ccccc2OC)ncn1CCc1cccc(F)c1,x,i,0.8,x,x
NC(=O)c1ccc(Nc2nc(C(N)c3ccccc3Cl)cs2)cc1 (stereo unspecified),x,i,1.6,x,x
CCCC(=O)N1CCCC1(C)C(=O)Nc1ccc(C)c(C)c1 (stereo unspecified),x,i,2.0,x,x
CCOC(=O)[C@@H](NC(=O)/C=C/[C@H]1O[C@@H](n2ccc(=O)[nH]c2=O)[C@H](O)[C@@H]1O)C(C)C,x,i,2.6,x,x
C=Cc1ccc(CC2(C)C(=O)Nc3ccc(Cl)cc32)cc1 (stereo unspecified),x,i,0.4,x,x
CCc1nc2c(OCC3COc4ccccc4O3)cccn2c1N(C)C(=O)c1cccc(OC)c1 (stereo unspecified),x,i,0.2,x,x
C=Cc1ccc(CC2(C)C(=O)Nc3ccc(-c4cccnc4)cc32)cc1 (stereo unspecified),x,i,0.8,x,x
COCCNc1nc2cc(-c3ccc(F)cc3)sc2c(=O)n1C,x,i,1.0,x,x
CCCS(=O)(=O)NC(=O)C1(C)CCN(C(=O)c2ccc(F)c(C)c2)C1 (stereo unspecified),x,i,1.0,x,x
O=c1[nH][nH]c2c1[C@H](CCc1cccc(Cl)c1)O[C@H](CCc1ccccc1)C2,x,i,1.1,x,x
COC(=O)[C@@]1(Sc2ccc(C)cc2)CC(=O)N(c2cccc(SC)c2)[C@@H]1c1ccccc1,x,i,0.4,x,x
Cc1ccc2nc(-c3ccc(F)cc3)c(Cc3ccccc3C(F)(F)F)n2c1,x,i,0.4,x,x
CC1(C(=O)NCc2cccs2)CCN1C(=O)Cc1ccc(Cl)cc1Cl (stereo unspecified),x,i,0.6,x,x
CCOC(=O)N(C)C[C@@H]1OCc2cnnn2CCCC(=O)N([C@H](C)CO)C[C@H]1C,x,i,0.3,x,x
CCCCN(C=O)c1c(CC)nc2ccc(C(=O)NCCc3c[nH]c4ccccc34)cn12,x,i,1.3,x,x
C[C@@H]1CN([C@@H](C)CO)C(=O)CCCn2nncc2CO[C@H]1CN(C)Cc1ccc(-c2ccccc2)cc1,x,i,0.7,x,x
Cc1cc(Br)cn2c(Cc3cccc(F)c3)c(-c3cccc(Br)c3)nc12,x,i,0.6,x,x
O=C1C(=Cc2ccccc2[N+](=O)[O-])Cc2ccccc21,x,u,x,x,x
CC(C)(C)c1ccc2c(c1)OC(C(=O)N/N=C/c1ccc([N+](=O)[O-])o1)CO2 (stereo unspecified),9%,i,1.0,x,x
CC(=O)N1CSCC1C(=O)NNS(=O)(=O)c1ccccc1 (stereo unspecified),-1%,i,0.4,x,x
Cc1ccc(C)c(NNC(=O)C(=O)NNc2cc(C)ccc2C)c1,-1%,i,0.1,x,x
COCc1cc(=O)[nH]c(/N=C(\N)Nc2ccc(Cl)c(Cl)c2)n1,2%,i,0.4,x,x
# (more compounds)
SMILES,M1AAP inhibition,Myeloid diff MLP,Myeloid diff MLP GFP+ MAC1+ %,Lipid droplet,Lipid droplet cells 6.5 µM
N#Cc1cccc(C#N)c1Oc1ccc(S(=O)(=O)Nc2ccccc2)cc1,x,i,0.4,-4,749
O=C(Cn1c(-c2ccccn2)nc2ccccc21)N/N=C/c1cccnc1,x,i,0.5,-15,666
O=C1Nc2ccc3sc4ccccc4c3c2C1=O,5%,i,0.5,0,652
COc1ccc(-n2ncc(C(=O)N3CCN(c4ccc(F)cc4)CC3)c2C)cc1,2%,i,0.3,-6,655
CN1CCN(c2nnc(-c3ccccc3)c(-c3ccccc3)n2)CC1,3%,i,0.3,-71,702
CCNC(=S)N1N=C2c3ccccc3CCC2C1c1ccc(F)cc1 (stereo unspecified),0%,i,0.2,-16,594
CC1CCN(c2ccc([N+](=O)[O-])c(SCCO)c2)CC1,3%,i,0.1,15,732
C/C(=N\OCc1cccc(C(=O)O)c1)c1ccc(Cl)cc1,-2%,i,0.6,-3,704
Cn1ncc(Oc2ccc([N+](=O)[O-])cc2)c(Cl)c1=O,-6%,i,0.6,-5,670
Cc1ccc(OCC(=O)O/N=C(\N)c2ccccn2)cc1C,2%,i,0.5,-3,661
O=c1[nH]nc(-c2ccc(F)cc2)cc1Cc1ccccn1,10%,i,0.3,18,686
COc1ccc(C(=O)[C@H]2[C@H]3C(=O)N(c4ccc(C)cc4)C(=O)[C@H]3C3C=CC=NN32)cc1 (stereo partly specified),6%,i,0.7,-10,688
Cc1noc(C)c1S(=O)(=O)N(Cc1ccccc1)C(C)C,1%,i,0.8,-4,695
O=C(Nc1nc2ccsc2c(=O)s1)c1ccco1,5%,i,1.0,4,680
O=S1(=O)CCC(NC(=S)Nc2ccccc2)C1 (stereo unspecified),1%,i,0.8,-1,666
CC(=O)c1c(C)nc(Nc2nc3ccccc3s2)nc1C,6%,i,0.2,26,780
CC(=O)/C(N=Nc1cc2c(c([N+](=O)[O-])c1C)C(C)(C)CC2(C)C)=C(\C)O,3%,i,0.4,8,758
CCOC(=O)[C@@H]1CCN(Cc2ccccc2)C[C@H]1c1ccccc1,0%,i,0.3,-16,651
COc1ccc(CCN(C)CC(=O)Nc2cc(C)nc3ccccc23)cc1OC,3%,i,0.5,14,708
O=c1cc(-c2cccnc2)oc2c1ccc1ccccc12,8%,i,0.6,-1,666
O=C(Nc1ccc(F)cc1F)N1CCCN(CCOc2ccccc2)CC1,5%,i,0.1,9,725
S=c1[nH]nc(-c2ccc(Cl)cc2)n1/N=C/c1cccs1,5%,i,0.0,6,695
Cc1onc(-c2c(Cl)cccc2Cl)c1C(=O)N=S(C)(=O)c1ccccc1 (stereo unspecified),2%,i,0.2,-1,715
Cc1nc(C)c(C(=O)NNC(=O)Nc2ccc(Cl)cc2)s1,6%,i,0.8,-21,652
COc1ccc(C2CC(c3cccs3)=NN2C(=O)c2ccco2)cc1OC (stereo unspecified),7%,i,1.5,1,728
# Later entries
SMILES,M1AAP inhibition,Myeloid diff MLP,Myeloid diff MLP GFP+ MAC1+ %,Lipid droplet,Lipid droplet cells 6.5 µM
Cc1ccc(-n2nc(C)c(=O)c(-c3ccccc3)c2NC(=O)C(C)C)cc1,-2%,i,0.9,-14,701
COc1ccc(C(=O)c2c(NC(C)=O)sc3c2CCN(C(=O)OC(C)(C)C)C3)cc1,6%,i,0.3,0,735
Cc1c(-c2ccc(F)cc2)nc(N)c(C#N)c1-c1cccnc1,-6%,i,0.6,6,727
CSc1cccc(NC(N)=O)c1,6%,i,0.4,20,733
O=C(NCc1ccc(-c2csnn2)cc1)C1CC1,0%,i,0.2,-1,685
S=C1NCN(CCc2ccccc2)CN1,-2%,i,0.5,3,781
CC(C)S(=O)(=O)C/C(N)=N/OC(=O)c1cc(Cl)cc(Cl)c1,0%,i,0.1,0,674
Cc1nc(N)sc1C(=O)N/N=C/c1ccc([N+](=O)[O-])cc1,1%,i,0.7,-11,731
Cn1nc(C(F)(F)F)c(-c2ccc(F)cc2)c1NC(=O)Nc1ccc(F)cc1,4%,i,0.6,19,705
Cc1ccccc1NC(=O)c1c(C)[nH]c(=S)c(C#N)c1-c1ccc(Cl)cc1,2%,i,0.5,8,816
Cc1cccc(NC(=O)Cn2nnc3sc4c(c3c2=O)CC(C)(C)OC4)c1,0%,i,0.4,0,714
CC(C)(C)c1cc2nc3c(c(=O)n2[nH]1)CN(Cc1ccccc1)C3=O,11%,i,0.1,-9,715
Nc1nc(Nc2ccc(Cl)cc2)nc(NCCO)c1[N+](=O)[O-],13%,i,0.7,6,602
O=C1OCCN/C1=C\C(=O)c1ccc(Cl)cc1,6%,i,0.1,17,718
CC1(C)OC(=O)C(=CNc2ccccn2)C(=O)O1,9%,i,0.3,-4,737
O=C(NCc1ccc(S(=O)(=O)Nc2ccccc2Cl)s1)c1ccccc1,17%,i,0.7,16,771
N#Cc1ccc(-c2cccnc2)nc1SCC(N)=O,-3%,i,0.3,8,806
COc1cc(/C=N/NC(=O)c2sc3nc(C)cc(C)c3c2N)ccc1O,7%,i,0.0,20,652
C/C(=N\NC(N)=S)c1ccncc1,4%,i,0.7,6,691
O=C(c1cccc([N+](=O)[O-])c1)c1ccc2c(c1)OCCOCCOCCO2,-4%,i,0.9,2,781
CCn1nc(C)c(Br)c1-c1nc(-c2cccc(C)c2)no1,3%,i,0.4,-6,681
Cc1nn(-c2ccccc2)c(-c2ccccc2[N+](=O)[O-])c1C(=O)O,-5%,i,1.9,-8,661
Cc1cc2nc(=O)c(/C=C3\C=Nc4ccccc43)c(N)n2o1,1%,i,0.1,31,647
CC1(C)Cc2nc(-c3ccccc3)nc(SCC(O)CO)c2CO1 (stereo unspecified),1%,i,0.7,22,796
COc1ccc(S(=O)(=O)NCCN2CCNC2=O)cc1OC,4%,i,1.1,11,715
# Continuation.
SMILES,M1AAP inhibition,Myeloid diff MLP,Myeloid diff MLP GFP+ MAC1+ %,Lipid droplet,Lipid droplet cells 6.5 µM
O=C(CSc1n[nH]c(=O)n1-c1ccccc1)Nc1ccccc1,7%,i,0.9,-4,702
CNC(=O)NNC(=O)c1nc(-c2ccccc2)c(C)o1,-1%,i,0.6,-8,742
CC(C)(C)c1ccc(C(=O)Oc2ccccc2CCC(=O)O)cc1,8%,i,1.2,-5,679
CCOC(=O)C1=C(C)OC2(O)c3ccccc3C(=O)C12O (stereo unspecified),1%,i,0.5,9,725
C(=C\c1ccco1)/c1ccc2ccccc2n1,15%,i,0.3,-4,742
O=C(CCCCl)NC(=S)Nc1ccc(N2CCOCC2)cc1,15%,i,0.6,0,745
CCc1cc(C(=O)c2ccc(OC)cc2)c(NC(=O)CCC(=O)O)s1,6%,i,0.2,3,686
O=C(Nc1ccc(N2CCOCC2)nc1)c1c(F)cccc1F,-9%,i,0.2,-4,678
OC(C#CCCN1CCCCC1)(c1ccccc1)c1ccccc1,5%,i,0.2,5,704
Cc1ccc(C(=O)N/C(=C/c2ccccc2)C(=O)NCc2ccncc2)cc1,0%,i,0.6,8,738
CCC(NC(=O)c1ccccc1NC(=O)c1ccco1)C(=O)NNC(=O)c1ccncc1 (stereo unspecified),2%,i,0.7,-1,821
NC(=O)N/N=C(/CCCCCC/C(=N\NC(N)=O)c1ccccc1)c1ccccc1,-2%,i,1.2,6,754
O=C(O)CSCC(=O)Nc1ccc(-c2nc3ccccc3s2)cc1,7%,i,0.5,1,730
Cc1[nH]c2ccccc2c1/C=N/Nc1nc2ccccc2[nH]1,0%,i,0.5,-30,675
CCn1nc(C)c(/C=N/NC(=O)Cn2nnnc2N)c1C,-3%,i,0.6,7,745
Cc1cc(S(=O)(=O)NCc2ccc(N3CCN(C)CC3)cc2)c(C)s1,4%,i,0.2,-9,756
CC(C)(C)OC(=O)N1CCC[C@H]1C(=O)N/N=C/c1cccc2nccnc12,4%,i,0.7,-10,692
COC(=O)c1oc2c(c1C)C(=O)CCC2,3%,i,0.6,4,792
COc1ccc(Nc2cc(C)nc(NCc3ccccc3)n2)cc1,4%,u,x,-57,611
O=c1oc2ccccc2nc1/C=C(\O)c1ccccc1,4%,i,0.4,8,704
Cc1cc(NC(=O)c2ccccc2)n(C(C)(C)C)n1,-1%,i,0.4,10,761
CCC(C)[C@H](NC(=O)N1CCCCCC1)C(=O)OC (stereo partly specified),10%,i,0.3,2,726
COc1ccccc1/C=C/C=N/n1c(-c2ccc(Cl)cc2)n[nH]c1=S,1%,i,0.2,9,644
CCOC(=O)c1nnn2c1nc(Nc1cccc(C(F)(F)F)c1)c1ccccc12,3%,i,0.1,-10,668
Cn1c(=O)cc(C(=O)N/N=C/c2ccc(Cl)cc2)[nH]c1=O,14%,i,0.4,-10,679
COc1ccc(N2C(=O)[C@@H]3[C@H](C2=O)[C@H]2C=CC=NN2[C@@H]3C(=O)Nc2ccc(Cl)cc2)cc1,10%,i,0.3,12,667
CC(/C=N/NC(=O)c1ccccn1)=C\c1ccco1,12%,i,0.3,-4,735
NN1C(=O)/C(=C\c2ccco2)SC1=S,9%,i,0.3,-2,732

# Taken from the listing (four entries):
SMILES,M1AAP inhibition,Myeloid diff MLP,Myeloid diff MLP GFP+ MAC1+ %,Lipid droplet,Lipid droplet cells 6.5 µM
O=C(Cn1c(-c2ccccn2)nc2ccccc21)N/N=C/c1cccnc1,x,i,0.5,-15,666
O=C1Nc2ccc3sc4ccccc4c3c2C1=O,5%,i,0.5,0,652
COc1ccc(-n2ncc(C(=O)N3CCN(c4ccc(F)cc4)CC3)c2C)cc1,2%,i,0.3,-6,655
CN1CCN(c2nnc(-c3ccccc3)c(-c3ccccc3)n2)CC1,3%,i,0.3,-71,702

# Bioassay records (PubChem BioAssay)

# Not all compounds are listed (hit frequency here may not be typical).
